Pf growth 48h: P. falciparum growth inhibition at 48 hours (one generation); P. falciparum luciferase growth in erythrocytes, 48 h; Potency, µM (top dose mostly 28.7 µM), for the others: at the highest dose activity change, negative = inhibition, hits mostly inhibitors; hit rate 5.9% among 310,000; AID 504832; also: potency is read from the fitted curve at half-maximal effect; % is scaled to controls: 0 for no effect and ±100 for the full control effect
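First compound was added to culture medium, then infected red cells at 0.1% parasitemia and 2% hematocrit (final). After incubation at 37 C under 5% CO2, luciferase detection reagent was dispensed and light output recorded.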
HCV inhibitor: blocks hepatitis C virus; Huh7.5.1 HCVcc-Cre infection, luciferase reporter, 44 h; Potency, µM (series often up to 41.8 µM), for inactives: top-dose activity change, negative = inhibition, actives largely listed as inhibitors; hit rate 3.4% among 340,000; also: potency is read from the fitted curve at half-maximal effect; % is scaled to controls: 0 for no effect and ±100 for the full control effect
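Seed cells (1,000/well) for 4 h; treat with compound and infect with HCVcc-Cre, moi about 0.5. Incubate 44 h, then detect luciferase activity.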
Cycloheximide cs: counter-screen for Shiga toxin inhibitors: cycloheximide protein synthesis inhibition | cell reporter, cycloheximide protein synthesis inhibition counterscreen | max response, % | hit rate 12% among 300,000; in the data active = max response mostly above about 13%, no sharp cut-off; inactive = mostly below about 14%; also: read at 38.3 µM for the half of the compounds with a filed dose; 0% is about no effect
Giardia FBPA inh: Giardia lamblia aldolase inhibition | hit rate 0.71% among 290,000 | AID 2451 | Potency, µM (titrated, usually from 59.6 µM), inactives show top-dose activity, negative = inhibition, actives largely listed as inhibitors | purified Giardia FBPA; also: potency is read from the fitted curve at half-maximal effect; % is scaled to controls: 0 for no effect and ±100 for the full control effect; nearly all actives have a fitted effect of over 55% in size
Target sequence (A8B2U2 whole entry, looked up): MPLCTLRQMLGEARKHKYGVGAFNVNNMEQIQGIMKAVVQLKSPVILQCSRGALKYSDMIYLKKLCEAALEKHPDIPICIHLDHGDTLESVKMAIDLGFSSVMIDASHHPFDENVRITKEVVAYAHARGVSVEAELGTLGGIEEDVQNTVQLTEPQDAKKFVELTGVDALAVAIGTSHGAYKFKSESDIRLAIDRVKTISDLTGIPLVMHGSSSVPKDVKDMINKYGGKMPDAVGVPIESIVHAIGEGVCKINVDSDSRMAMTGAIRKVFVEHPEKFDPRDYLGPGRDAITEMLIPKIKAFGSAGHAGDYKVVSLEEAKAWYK
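40 nM FBPA preincubated 10 min at RT with compound (up to 57.5 uM final), then substrate plus GAPDH/TPI/NAD/arsenate coupling and diaphorase/resazurin added. Fluorescence read after 20 min at RT, 525/598 nm.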
Shiga inhibitor: blocks Shiga toxin action in Vero cells; hit rate 9.2% among 290,000; Vero cells, Shiga toxin protein synthesis inhibition reporter; inhibition, % at 38.7 µM; in the data active = inhibition mostly above about 28%, no sharp cut-off; inactive = mostly below about 43%; also: 0% is about no effect
Pf growth 96h: inhibits malaria parasite growth, 96 h. P. falciparum luciferase reporter growth, 96 h. Potency, µM (titrated, usually from 28.7 µM), for inactives: at the highest dose activity change, negative = inhibition, most hits filed as inhibitors. hit rate 6.9% among 320,000; also: potency is read from the fitted curve at half-maximal effect; % is scaled to controls: 0 for no effect and ±100 for the full control effect
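Cell-based qHTS: luciferase-tagged P. falciparum in erythrocytes (2% hematocrit, 0.05% parasitemia final) incubated with compounds for 96 hours, 37 C, 5% CO2; luciferase detection reagent then added and luminescence measured.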
The depositor's hits bear a star; u = inconclusive; x = no result given; & = joins results of further samples; [ ] = remark or other dose. Unless noted, calls follow the shape of the dose curve; as a rule, active = well fitted curve in the direction sought with a large enough effect; inconclusive = small, poorly fitted or top-dose-only effect, or another doubt; inactive = no such curve, though single readings can be large; an effect the other way counts as inactive or inconclusive.

Compound | Pf growth 48h | HCV inhibitor | Cycloheximide cs | Giardia FBPA inh | Shiga inhibitor | Pf growth 96h
Cc1nn(C)c(C)c1S(=O)(=O)N(CC(=O)Nc1ccccn1)c1ccc(C(C)C)cc1 | 3% | u | -2 | -2% | 13 | u
O=C(CN1C(=O)C2C3C=CC(C3)C2C1=O)NC1CCCc2ccccc21 (stereo unspecified) | 1% | 8% | -1 | -3% | -7 | 45%[activator]
O=C(Nn1c(-c2ccc(F)cc2)nc2ccccc2c1=O)c1cccnc1 | 19% | -5% | -4 | 7% | -3 | 20%
COC(=O)c1c(NC(=O)Cn2nc(C(F)F)cc2C(F)F)sc(C)c1C | u | -24% | 10 | -13% | -9 | u
COc1cc(CO)ccc1Oc1nnnn1-c1ccc(C(N)=O)cc1 | 0% | -14% | -2 | -4% | 22 | x
COc1ccc(C(=O)/C=C/c2ccccc2F)c(OC(=O)c2ccc([N+](=O)[O-])cc2)c1 | 4% | -5% | 49* | -1% | 60 | 0%
COc1c(C)cc(C(=O)C2CCCN(C(=O)c3cc4nc(C)cc(C)n4n3)C2)cc1C (stereo unspecified) | u | 7% | 7 | 5% | 25* | u
C=CCN(c1ccccc1)S(=O)(=O)c1c(C)[nH]c(=O)[nH]c1=O | 18% | -1% | -5 | 1% | -14 | u
C=CCc1ccccc1OCC(=O)NNC(=S)NCc1ccccc1 | 37%[activator] | 15% | -1 | x | -7 | 10µM*
Cc1oc2c(c1C(=O)Nc1ccc(C(=O)O)cc1)CCCC2 | 16% | 7% | 9 | 13% | 27 | x
O=C(NC1CCCc2ccccc21)c1cccnc1 (stereo unspecified) | 14% | 29% | -2 | -10% | 24 | x
C=CCn1c(SCC(=O)Nc2nnc(CC)s2)nnc1-c1ccco1 | 23% | 3% | 1 | -7% | 22 | u
Cc1cc(C)cc(NC(=O)CSc2nnnn2-c2cccnc2)c1 | 11% | 1% | -5 | 5% | -3 | -7%
COc1ccc(C(=O)COC(=O)CCNS(=O)(=O)c2ccccc2)cc1Br | 15% | 11% | -1 | x | -33 | 6%
Cc1ccc(Oc2ccc(C(F)(F)F)cc2[N+](=O)[O-])c([N+](=O)[O-])n1 | 40%[activator] | 6% | 30* | -3% | 58 | 38%[activator]
CCn1c2ccccc2c2cc(NC(=O)CCCN3C(=O)CCC3=O)ccc21 | -5% | 3.5µM* | 4 | -3% | 27 | u
COc1ccc(S(=O)(=O)CCC(=O)N2c3ccccc3CC2C)cc1 (stereo unspecified) | -25% | -10% | -5 | -2% | -8 | 10%
CN1CCN(c2ccc(NC(=O)C(C)(c3ccccc3)c3ccccc3)cc2)CC1 | 13µM* | u | -1 | 3% | 7 | u
COc1ccccc1N=c1scc(-c2ccc3c(c2)NC(=O)CO3)n1CC1CCCO1 (stereo unspecified) | u | u | 4 | -5% | -14 | x
CCCCNC(=O)c1cc2ccccc2s1 | 67%[activator] | u | 38* | -11% | 71* | -22%
CC1(C)CC(=O)c2cc(OCC(=O)N3CCCCCC3)ccc2O1 | u | 6% | 57* | 3% | 80* | 13µM*
O=C(O)/C=C\C(=O)Nc1ccccc1C#Cc1ccc(Br)cc1 | 24% | 4.5µM* | 56* | -9% | 89* | 62%[activator]
COc1ccccc1-n1c(O)c(/C=C2\C=Nc3ccccc32)c(=O)[nH]c1=O | u | 1% | 2 | -5% | -11 | u
COc1ccccc1-n1nnnc1SCC(=O)NC(=O)Cc1ccccc1 | -6% | 3% | x | x | x | 4%
Cc1ccsc1C(=O)c1sccc1C | 0% | 14% | 9 | -8% | -4 | 2%
COc1ccc(C(=O)c2sc3nc(C)cc(-c4cccs4)c3c2N)cc1OC | u | u | -3 | -1% | -18 | u
O=C(/C=C/c1ccc([N+](=O)[O-])cc1)N1CCN(S(=O)(=O)c2cccs2)CC1 | 28% | 10% | 1 | 5% | -9 | -5%
O=C(CCCN1C(=O)c2ccccc2C1=O)Nc1c2c(nc3c1CCC3)CCC2 | u | 9% | -1 | -2% | -11 | 0.47µM*
O=C(CN1C(=O)c2ccc([N+](=O)[O-])cc2C1=O)NCC1CCCO1 (stereo unspecified) | -12% | 0% | x | x | x | u
CCc1cc(=O)oc2cc(OCC(=O)N(CC)CC)c(Cl)cc12 | x | -9% | 5 | -3% | 3 | 10µM*
CCCC(=O)NC(=S)Nc1nc(-c2ccc(OC)cc2)cs1 | 64%[activator] | u | -4 | -11% | -2 | 13%
C=CCOc1c2ccc(C(=O)NC3CCCc4ccccc43)cc2nn1C (stereo unspecified) | 10% | u | -5 | 1% | -15 | u
COC(=O)c1ccc(CNC(=O)c2ccc3c(c2)OCCO3)cc1 | 9% | 4% | 19* | -4% | 63 | 20%
Cc1cccc(N2CCN(C3=NC(=O)/C(=C\c4cn[nH]c4-c4ccccc4)S3)CC2)c1 | 5.2µM* | 1% | -3 | 4% | -6 | 12µM*
O=C(CCc1nc2ccccc2c(=O)[nH]1)OCc1ccccc1F | 18% | -1% | -8 | 0% | -15 | 41%[activator]
S=C(NCC1CCCO1)N1CCN(c2ccccc2)CC1 (stereo unspecified) | 31%[activator] | 5% | -3 | 6% | -5 | 4.7µM*
CN(Cc1ccccc1)C(=O)c1ccc(NC(=O)Cc2cccc(NC(=O)C3CCN(C(=O)C4CC4)CC3)c2)cc1 | u | 14% | x | x | x | -4%
O=[N+]([O-])c1cnccc1Nc1ccccc1 | x | 2% | -5 | 24% | -12 | -11%
CCCOc1cccc(C2C(C(=O)c3ccc(C)o3)=C(O)C(=O)N2c2nc(C)c(C(C)=O)s2)c1 (stereo unspecified) | -18% | u | 1 | u | -8 | u
Cc1nc2cc(NC(=O)NCc3ccco3)ccc2o1 | 41%[activator] | 18% | 17* | -3% | 49* | x
CC(C)N1CCC(N2CCN(C3CCCCC3)CC2CCO)CC1 (stereo unspecified) | 7% | 1% | 1 | 1% | -20 | u
CC1CCCC(C)N1C(=O)Cn1nnc(-c2ccc([N+](=O)[O-])cc2)n1 (stereo unspecified) | 6% | -20% | -1 | -3% | 25 | -25%
COc1cc2ccccc2cc1C(=O)Nc1ccc(Cc2ccncc2)cc1 | x | 10µM* | 28 | -20% | 60 | 4.1µM*
OC(CNCC1CCCO1)Cn1c2ccc(Br)cc2c2cc(Br)ccc21 (stereo unspecified) | 0.59µM* | 35µM* | -6 | 1% | -18 | u
COc1ccc(NC(=O)CN(Cc2ccccc2)S(C)(=O)=O)c(OC)c1 | 1% | 25% | -3 | -1% | -9 | 16%
COc1ccc(CNCCc2ccc([N+](=O)[O-])cc2)c(OC)c1OC | -17% | -6% | 1 | -27% | x | -1%
CN(CC(=O)NCc1ccccc1)CC(=O)Nc1ccc(Cl)c(C(F)(F)F)c1 | u | -13% | x | x | x | -20%
Cc1ccc(F)cc1NC(=O)c1cccc(N(C)C)c1 | 29% | u | 29* | -11% | 116* | 12µM*
CCCCSc1nnc(C)c(=O)[nH]1 | 7% | 21% | -3 | -4% | -22 | 163%[activator]
CCc1ccc(NC(=O)N(CCN(C)C)C(C)c2cccnc2)cc1 (stereo unspecified) | x | 1% | -2 | 0% | 24 | 3%
[N-]=[N+]=NC1CC(CO)OC1n1ccc(=O)[nH]c1=O (stereo unspecified) | 15% | 17% | 11 | x | 10 | -30%
CCOc1ccc(CCNC(=O)CSc2n[nH]c(N)n2)cc1OCC | 3% | 20% | -4 | x | 2 | 10%
Cc1nc2c(c3c1[nH]c1ccccc13)C(O)CC(C)(C)C2 (stereo unspecified) | u | u | -6 | 7% | 9 | 27%
CCOC(=O)c1sc2nc(CSc3ccccc3)[nH]c(=O)c2c1C | 34%[activator] | -18% | 12 | -4% | 25 | u
COc1ccc2c(c1OC)C(=O)OC2Nc1ncccc1C (stereo unspecified) | 21% | 6% | -2 | 0% | -13 | 74%[activator]
CC(OC(=O)c1ccccc1NCCO)C(=O)NCC(=O)Nc1ccc(F)c(F)c1F (stereo unspecified) | u | x | 7 | 7% | 78 | 3%
Cc1nnc(SCC(=O)N/N=C/c2cn(-c3ccccc3)nc2-c2ccc(F)cc2)n1-c1ccccc1 | -22% | -8% | 10 | 1% | 8 | 0%
O=C(/C=C/c1c(Cl)nc2ccccn12)N1CCCCC1 | 70%[activator] | -22% | 39* | 0% | 49 | 111%[activator]
NS(=O)(=O)c1ccc(NC(=S)N2CCC(O)CC2)cc1 | u | 2% | -4 | 16µM* | -4 | 50%[activator]
O=C(CN1C(=O)c2cccc3cccc1c23)Nc1cccnc1 | 16% | 4%&29% | 4 | -5% | 10 | u

Following part
Compound | Pf growth 48h | HCV inhibitor | Cycloheximide cs | Giardia FBPA inh | Shiga inhibitor | Pf growth 96h
CCOC(=O)c1c(C)n(C)c2ccc(OC)c(NC(=O)CN3CCN(Cc4ccccc4)CC3)c12 | 10µM* | u | -3 | 0% | -13 | 26%
Cc1ccc(NC(=O)CCc2nnc3ccc(N4CCC5(CC4)OCCO5)nn23)cc1F | u | 10% | 1 | -2% | -7 | 47%[activator]
O=C(Cc1cn(-c2ccccc2)nc1-c1ccccc1)N1CCCCC1 | u | -21% | 3 | 2% | -4 | u
Cc1cccc(CCNC(=O)CC2C(=O)NCCN2CC2CCCCC2)n1 (stereo unspecified) | u | 9% | -4 | -14% | -7 | u
Cc1nn(CC(=O)Nc2c(F)c(F)cc(F)c2F)c(=O)c2cccn12 | -9% | -1% | 12 | 5% | -4 | -7%
CCOC(=O)c1ccc(Nc2nc(N)c3cc(OC)c(OC)cc3n2)cc1 | 1µM* | u | 6 | -16% | 40 | -4%
Clc1ccc(OCc2nnc(SCc3nnc(-c4ccccc4)o3)o2)c(Cl)c1 | 26% | -28% | 39* | -17% | 56* | x
Cc1ccc(C(=O)N/C(=C/c2cccnc2)C(=O)NCc2ccco2)cc1 | 11% | 31%[activator] | -5 | 5% | -4 | -28%
Cc1ccc(S(=O)(=O)N(C)C)cc1NC(=O)COC(=O)CCC(=O)c1cccs1 | -6% | -17% | -2 | 4% | 19 | 15%
CNc1c([N+](=O)[O-])cnn1-c1ccccc1F | 51%[activator] | -3% | 41* | 0% | 43 | 21%
Cc1cccc(CS(=O)(=O)Cc2ccc(C(=O)NCc3cccs3)o2)c1 | -29% | 8% | 2 | 4% | -3 | u
CN1C(=O)/C(=C/c2ccc(C(=O)Nc3ccc(O)cc3C(=O)O)cc2)SC1=S | -24% | 5% | 4 | x | 13 | u
COCCn1c(-c2ccc(F)cc2)nc2cccnc21 | -5% | 4% | -1 | -6% | -3 | 0%
CCC(=O)Nc1cccc(NC(=O)c2cccc([N+](=O)[O-])c2)c1 | 28% | -15% | 12 | 1% | 5 | 61%[activator]
S=C(NCC1CCCO1)Nc1cc(Cl)c(Cl)cc1Cl (stereo unspecified) | -14%[5.75 µM] | -9% | 1 | 0% | 21 | 2%
CCCCOC(=O)C1C2C=C[C@]3(CN(C(C)c4ccc(OC)cc4)C(=O)[C@H]13)O2 (stereo partly specified) | x | -1% | 1 | 5% | -14 | -31%
COc1ccc(/C(N)=N/OC(=O)Cc2cccs2)cc1 | 133%[activator] | 12% | 44* | 3% | 113* | 32%[activator]
COc1ccc(CCNC(=O)C2CCCN(S(=O)(=O)c3ccc(OC)cc3)C2)cc1 (stereo unspecified) | 9.3µM* | -5% | -6 | 11% | 2 | 17%

An excerpt of these results, with values under each structure.
The line under a structure holds: Pf growth 48h | HCV inhibitor | Cycloheximide cs | Giardia FBPA inh | Shiga inhibitor | Pf growth 96h
O=C(Cc1cn(-c2ccccc2)nc1-c1ccccc1)N1CCCCC1
 : u | -21% | 3 | 2% | -4 | u
Cc1cccc(CCNC(=O)CC2C(=O)NCCN2CC2CCCCC2)n1 (stereo unspecified)
 : u | 9% | -4 | -14% | -7 | u
Cc1nn(CC(=O)Nc2c(F)c(F)cc(F)c2F)c(=O)c2cccn12
 : -9% | -1% | 12 | 5% | -4 | -7%
CCOC(=O)c1ccc(Nc2nc(N)c3cc(OC)c(OC)cc3n2)cc1
 : 1µM* | u | 6 | -16% | 40 | -4%
Clc1ccc(OCc2nnc(SCc3nnc(-c4ccccc4)o3)o2)c(Cl)c1
 : 26% | -28% | 39* | -17% | 56* | x
